Source: PubChem (several laboratories)
Mot1-301 SUMO – blocks SUMOylation pathway, rescuing yeast Mot1-301 growth. 320,000 tested, 1% active. S. cerevisiae Mot1-301 growth rescue, ATP luminescence, 38.5C; percent above DMSO median, 100 means doubled. growth rescue, % at 18.8 µM;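 active = every valid replicate shows activation above 250% relative to neutral control wells; inactive = the rest, any valid replicate at or below 250%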;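 also: OY570 slx delta 5 strain wells were the positive control but not used for scaling; some compounds called inactive have numbers as strong as hits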
dFosB act – activators of mouse delta FosB homodimer; purified delta FosB, TAMRA-CDK5 oligo fluorescence polarization; percent of positive-control signal above neutral wells; activation, % at 25 µM; 340,000 tested, 0.99% active; P13346;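 active = mean activation above about 17%, with every replicate also reaching it, limit read from the data, passing the limit was not always enough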;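 also: fluorescence polarization rise as delta FosB binds a TAMRA Cdk5 AP-1 oligo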
Target sequence (P13346 whole entry, looked up): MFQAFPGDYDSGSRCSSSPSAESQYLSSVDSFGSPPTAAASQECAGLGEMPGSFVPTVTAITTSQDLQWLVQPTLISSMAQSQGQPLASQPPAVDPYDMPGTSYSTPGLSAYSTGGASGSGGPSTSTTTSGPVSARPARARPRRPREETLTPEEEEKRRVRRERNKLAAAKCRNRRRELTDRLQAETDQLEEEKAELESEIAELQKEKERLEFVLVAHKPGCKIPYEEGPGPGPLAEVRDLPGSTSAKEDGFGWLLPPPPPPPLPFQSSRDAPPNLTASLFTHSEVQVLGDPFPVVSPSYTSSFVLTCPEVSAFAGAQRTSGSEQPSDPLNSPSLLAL
NSD2 inh – NSD2 (human) methyltransferase inhibition. NSD2 peptide methylation, AlphaScreen, 120 min. O96028. inhibition, % at 12.5 µM. 310,000 tested, 0.54% active; in the data active = inhibition above about 50%
PfHsp90 set2 – reduces growth (ATP signal) of yeast expressing P. falciparum Hsp90; S. cerevisiae expressing PfHsp90, BacTiter-Glo ATP, 48 h; yeast lacking PDR1 and PDR3 efflux regulators; inhibition, % at 9.4 µM; 310,000 tested, 0.32% active; AID 504621;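 active = every replicate shows inhibition above about 80%, whatever the replicate mean, limit read from the data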;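 also: 0% = DMSO neutral controls and 100% = 20 µM radicicol positive controls; yeast relying on Plasmodium falciparum Hsp90 in place of its own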
cardiac RTF act – cardiac RTF calcium sensitization. 340,000 tested, 0.24% active. activation, % at 7.2 µM. P19429+P45379. IANBD-labeled TnC RTF fluorescence at EC20 calcium; 0% EC20 calcium, 100% full calcium;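 active = activation above the mean over all tested compounds plus 3 SD, cut at about 30% in these data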;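 also: rise in fluorescence read as greater calcium sensitivity of cardiac thin filaments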
CDK5 inh – CDK5/p35 (human) kinase inhibition; Recombinant CDK5/p35, ADP-Glo luminescence, 60 min; inhibition, % at 10 µM; 330,000 tested, 0.01% active; AID 488839;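 active = highest replicate inhibition of at least 50% and at least 75% of replicates reaching 50%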;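 also: plate controls were DMSO neutral control for no effect and GW8510 at 10 µM for full effect; many of its hits are not listed in these tables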
PvdQ inh – blocks Pseudomonas aeruginosa PvdQ acylase activity | purified PvdQ acylase, fluorescence plate reader | inhibition, % at 10 µM | 340,000 tested, 0.063% active | AID 488965; in the data active = inhibition above about 30%, passing the limit was not always enough;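 also: 0% = vehicle neutral wells and 100% = reference inhibitor wells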
Rtt109 HAT inh – inhibitors of Candida albicans Rtt109/Vps75 histone acetyltransferase | 330,000 tested, 0.16% active | inhibition, % at 34.9 µM | purified Rtt109/Vps75, ThioGlo CoA-SH fluorescence, 4 h | Q5AAJ8;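 active = inhibition of at least 50% in every replicate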
Keap1-Nrf2 PPI – disrupts human Keap1 binding to Nrf2 peptide | Keap1 Kelch-Nrf2 peptide fluorescence polarization, 1536-well | 340,000 tested, 0.15% active | inhibition, % at 9.4 µM; in the data active = inhibition above about 12%;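 also: human Keap1 Kelch domain with fluorescein labeled Nrf2 9mer peptide probe; 0% = neutral control wells and 100% = peptide positive control; higher means more block of Keap1 binding to Nrf2 peptide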
Target sequence (Q14145 whole entry, looked up, the tested form may be a part): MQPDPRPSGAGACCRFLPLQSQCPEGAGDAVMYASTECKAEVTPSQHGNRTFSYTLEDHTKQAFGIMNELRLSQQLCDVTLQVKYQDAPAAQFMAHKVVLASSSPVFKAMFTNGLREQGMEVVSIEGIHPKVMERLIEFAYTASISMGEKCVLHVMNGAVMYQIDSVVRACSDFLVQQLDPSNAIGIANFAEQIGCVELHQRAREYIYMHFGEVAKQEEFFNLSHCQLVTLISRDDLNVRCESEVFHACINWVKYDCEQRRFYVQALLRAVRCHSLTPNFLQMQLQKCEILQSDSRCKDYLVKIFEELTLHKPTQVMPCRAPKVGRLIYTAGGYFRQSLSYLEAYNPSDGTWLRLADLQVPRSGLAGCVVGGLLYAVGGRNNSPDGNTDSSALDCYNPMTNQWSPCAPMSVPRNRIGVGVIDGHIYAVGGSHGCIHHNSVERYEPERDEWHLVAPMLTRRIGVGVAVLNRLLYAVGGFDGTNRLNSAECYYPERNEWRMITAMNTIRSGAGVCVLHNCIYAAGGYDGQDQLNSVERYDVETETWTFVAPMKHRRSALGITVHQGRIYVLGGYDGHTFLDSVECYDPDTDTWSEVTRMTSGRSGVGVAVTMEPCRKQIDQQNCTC
LANA DNA inh – KSHV C-LANA DNA binding inhibition. MBP-C-LANA/FAM-LBS DNA binding, fluorescence polarization. inhibition, % at 9 µM. 340,000 tested, 0.078% active. AID 504423;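 active = highest replicate inhibition at or above 60% at 9 µM, even if other replicates fall short; inactive = all replicates below 60% inhibition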;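 also: 0% = neutral control wells and 100% = 4 µM acridine orange control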
Cardiac RTF inh – cardiac RTF calcium desensitization; AID 493244; IANBD-labeled cardiac RTF, Ca2+ fluorescence; P19429+P45379; inhibition, % at 7.15 µM; 340,000 tested, 0.12% active;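 active = inhibition above the mean inhibition of all tested compounds plus 3 SD, cut at about 17% in these data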;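 also: assay run at fixed EC70 calcium of 1.6 mM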
* = called active by the depositor; nt = no result given; & = joins results of further samples.

Screens in order – Mot1-301 SUMO	dFosB act	NSD2 inh	PfHsp90 set2	cardiac RTF act	CDK5 inh	PvdQ inh	Rtt109 HAT inh	Keap1-Nrf2 PPI	LANA DNA inh	Cardiac RTF inh
CS/C(=N\S(=O)(=O)c1cccs1)Nc1ccc(N2CCOCC2)cc1
  -3	-1	2&0	5	3	1.3	-12	-5	-2	0.8	-15
Cc1cc(C(=O)COC(=O)C2=COCCO2)c(C)n1-c1cccc(F)c1
  29	-1	23	nt	-5	1.5	0	3	4	0.6	-13
CCOc1ccc(Cl)cc1CNCCNCCO
  -8	-12	nt	1	-3	-0.8	0	1	-2	-2.1	0
COc1ccccc1NC(=O)CCC(=O)OCc1cccc([N+](=O)[O-])c1
  4	-1	-1	1	-1	0.9	-18	13	0	0.7	2
O=C(NCCN1CCOCC1)c1ccc(NS(=O)(=O)c2ccccc2)cc1
  6	-2	-3	0	-8	0.7	-15	-4	4	0.1	-3
O=C1NNC(c2ccccc2)=N/C1=C\c1ccccc1
  -9	-6	35	-3	3	0.6	-7	-3	6	-0.9	-11
Cc1ccc(-n2nnnc2SCC#N)cc1
  716*	-4	-1	2	8	0.0	5	8	-2	-12	5
CC(Sc1ccc(Cl)cc1)C(=O)NCC(c1ccco1)N1CCCCC1 (configuration not stated)
  163	2	-1	17	-4	0.8	-8	1	-3	0.6	-11
COc1ccc(S(=O)(=O)N2CCN(CC(=O)Nc3cccc(OC)c3)CC2)cc1
  -2	-12	-2	-40	2	0.5	-6	10	-2	-2.5	-1
O=C(Nc1nnc(-c2ccc(Cl)cc2)o1)C1=COCCO1
  14	1	1	-7	1	0.1	7	2	-4	3.3	0
O=C(NNc1nc2ccc(F)cc2s1)c1cccc(F)c1
  0	-5	2	-31	8	0.5	-2	-8	-3	-1.0	-5
CCC(=O)NCCNc1nc2cc(C)cc(C)c2cc1C#N
  3	-4	-1	5	-3	1.1	-8	-24	-2	-1.5	-10
Oc1ccc(Cl)cc1-c1cc(C(F)(F)C(F)F)nc(-c2ccccc2)n1
  9	-10	0	nt	-1	-0.5	-5	6	-4	-0.4	1
O=C(OC(C(=O)NC1CCCC1)c1cccnc1)C1=Cc2ccccc2OC1 (configuration not stated)
  43	-14	-5	nt	13	-0.2	-1	3	-2	-1.2	-2
CCOP(=O)(OCC)c1nc(-c2ccc(C)cc2)oc1NCc1ccccc1
  -12	-1	0	31	-6	-1.3	-15	nt	-1	0.3	4

Rewritten with tabs: part of the list above.
Structure	Mot1-301 SUMO	dFosB act	NSD2 inh	PfHsp90 set2	cardiac RTF act	CDK5 inh	PvdQ inh	Rtt109 HAT inh	Keap1-Nrf2 PPI	LANA DNA inh	Cardiac RTF inh
O=C1NNC(c2ccccc2)=N/C1=C\c1ccccc1	-9	-6	35	-3	3	0.6	-7	-3	6	-0.9	-11
Cc1ccc(-n2nnnc2SCC#N)cc1	716*	-4	-1	2	8	0.0	5	8	-2	-12	5
CC(Sc1ccc(Cl)cc1)C(=O)NCC(c1ccco1)N1CCCCC1 (configuration not stated)	163	2	-1	17	-4	0.8	-8	1	-3	0.6	-11
COc1ccc(S(=O)(=O)N2CCN(CC(=O)Nc3cccc(OC)c3)CC2)cc1	-2	-12	-2	-40	2	0.5	-6	10	-2	-2.5	-1
O=C(Nc1nnc(-c2ccc(Cl)cc2)o1)C1=COCCO1	14	1	1	-7	1	0.1	7	2	-4	3.3	0
O=C(NNc1nc2ccc(F)cc2s1)c1cccc(F)c1	0	-5	2	-31	8	0.5	-2	-8	-3	-1.0	-5
CCC(=O)NCCNc1nc2cc(C)cc(C)c2cc1C#N	3	-4	-1	5	-3	1.1	-8	-24	-2	-1.5	-10
Oc1ccc(Cl)cc1-c1cc(C(F)(F)C(F)F)nc(-c2ccccc2)n1	9	-10	0	nt	-1	-0.5	-5	6	-4	-0.4	1
O=C(OC(C(=O)NC1CCCC1)c1cccnc1)C1=Cc2ccccc2OC1 (configuration not stated)	43	-14	-5	nt	13	-0.2	-1	3	-2	-1.2	-2

The results go on.
Screens in order – Mot1-301 SUMO	dFosB act	NSD2 inh	PfHsp90 set2	cardiac RTF act	CDK5 inh	PvdQ inh	Rtt109 HAT inh	Keap1-Nrf2 PPI	LANA DNA inh	Cardiac RTF inh
O=C(N/N=C/c1cc(Br)cc(Br)c1O)c1cccc(N2CCCC2=O)c1
  -14	-17	-3	-4	4	0.6	1	nt	-4	-0.2	-4
O=C(Cn1ccc([N+](=O)[O-])n1)NCc1cccnc1
  3	-3	2	12	5	-1.3	-6	-3	-1	-1.1	10
O=C(NCc1ccco1)c1cc(=O)c2ccccc2o1
  -21	-9	-1	-35	-3	-1.3	-11	-3	1	-0.6	-5
OC[C@H]1O[C@@H](Oc2ccc3cc(Br)ccc3c2)[C@H](O)[C@@H](O)[C@H]1O
  53	3	0	-13	-1	2.9	-13	-1	-2	-0.8	-6
Cc1cc(C)n2cc(CSCc3ccccc3)nc2n1
  -2	-7	0	4	-8	-0.4	-9	-25	0	-0.6	1
O=C(Nc1ccc(F)cc1)N(CCCN1CCOCC1)Cc1cc2cc3c(cc2[nH]c1=O)OCCO3
  -22	1	2	-9	1	0.3	2	0	2	-2.4	0
NS(=O)(=O)c1ccc(NC(=O)CCC(=O)c2cccs2)cc1
  85	3	-2	-11	-3	2.0	9	11	2	-0.1	1
CCOC(=O)N1CCN(C(=O)CS(=O)(=O)Cc2nc(-c3ccccc3C)oc2C)CC1
  -9	2	nt	0	2	-0.9	2	-6	2	0.5	3
O=C(OCCc1cc2ccccc2c(=O)o1)N1CCOCC1
  1	-5	nt	-7	12	0.1	-8	7	-2	-2.9	-5
Nc1ccc(O)c([N+](=O)[O-])c1
  -3	-6	nt	nt	2	0.0	2	-10	3	0.8	-1
O=C(NC1CCCCC1)C(c1ccc(Cl)cc1)N(C(=O)c1cnccn1)c1ccc2c(c1)OCO2 (configuration not stated)
  1	-8	-1	-4	2	-0.1	-17	-14	-3	0.5	-7
CCC(C)(C)N1CC(=O)N(Cc2ccccc2)C(c2ccc(OC)cc2)C1=O (configuration not stated)
  4	-6	0	-1	-2	1.0	-19	1	1	1.5	-6
COc1ccc(-c2noc(CCCc3ccccc3)n2)cc1OC
  33	-8	nt	-4	1	1.6	-7	-6	-1	-1.6	6
Cc1nc2ccccc2c2oc(C(=O)NCCN3CCN(C)CC3)cc12
  5	-26	nt	4	3	1.4	-2	-6	2	-5.2	-7
COc1ccccc1OCCOc1ccc(/C=C2\C(=N)N3N=C(S(C)(=O)=O)SC3=NC2=O)cc1
  -34	-14	71*	-37	-7	1.8	-10	0	-4	5.0	-19

(next part)
Screens in order – Mot1-301 SUMO	dFosB act	NSD2 inh	PfHsp90 set2	cardiac RTF act	CDK5 inh	PvdQ inh	Rtt109 HAT inh	Keap1-Nrf2 PPI	LANA DNA inh	Cardiac RTF inh
O=C(COC(=O)C1CCN(C(=O)c2ccc(Cl)cc2)CC1)c1ccco1
  10	-1	0	14	1	-7.1	-12	-9	-3	0.3	-4
CC1CCN(C(=O)c2ccc(CNc3c(N4CCCC4)c(=O)c3=O)cc2)CC1
  38	4	0	-5	0	-0.8	-3	-3	0	-0.5	6
CCN(CC(=O)NCc1ccc(Cl)cc1)C(=O)CCC(=O)c1ccc(C)cc1
  -9	-12	0	-19	-4	0.0	-7	-2	-2	-1.1	-3
O=C(CN1CCN(C(C(=O)Nc2ccc(Cl)cc2C(F)(F)F)c2ccccc2)CC1)NC1CC1 (configuration not stated)
  3	-17	-1	10	6	-1.6	-7	3	-3	2.0	-4
CC1=C(C(=O)Nc2ccc(C(=O)N3CCN(c4ccccc4F)CC3)cc2)SCCO1
  -9	-10	5	12	13	0.2	-5	9	-5	2.4	-4
Cc1c(CC(=O)O)c(=O)oc2c(C)c3occ(-c4ccc(F)cc4)c3cc12
  14	-32	-1	-35	0	-0.3	-10	-12	-4	-4.9	-1
CN(C(=O)COC(=O)c1ccc2ccccc2n1)C1CCCCC1
  -8	-14	19	nt	-4	-0.7	-8	15	-4	0.3	4
Cc1ccsc1C(=O)C1CCCN(Cc2cn(C)nc2-c2ccccc2)C1 (configuration not stated)
  5	-1	2	6	2	0.9	-12	-2	0	0.4	-4
Cc1cc2[nH]c(=O)c(=O)[nH]c2cc1S(=O)(=O)N1CCN(c2cccc(C(F)(F)F)c2)CC1
  -6	-1	3	-10	-4	0.6	9	5	1	-0.2	-9
Cc1noc(C(=O)Nc2cc(Cl)ccc2O)c1Cl
  -18	6	0	-9	-7	0.4	18	7	0	-0.5	-5
CCC(C)(C(=O)NC1CCCCC1)N(Cc1cccs1)C(=O)c1ccc(=O)[nH]c1 (configuration not stated)
  -3	-4	-3	-5	0	-3.8	-28	8	-3	-0.8	-5
CCOc1ccc(CN2CCC(n3nccc3NC(=O)C3CC3)CC2)cc1CO
  -10	4	-4	-3	-4	-0.6	-5	0	0	1.6	0
COc1ccc(NC(=O)c2cc(S(=O)(=O)N3CCOCC3)cs2)cc1
  293	-2	-1	-15	-6	1.0	-4	1	-4	1.0	0
Cc1c(CCO)c(=O)[nH]n1C(=O)c1ccc(F)cc1
  -22	1	35	2	-1	1.4	-8	11	-4	-0.7	-3
CCOc1ccc(C(=O)c2nc3c(n2O)CCCC3)cc1
  4	-1	nt	3	3	0.4	-1	nt	-2	0.4	-13

(listing goes on)
Screens in order – Mot1-301 SUMO	dFosB act	NSD2 inh	PfHsp90 set2	cardiac RTF act	CDK5 inh	PvdQ inh	Rtt109 HAT inh	Keap1-Nrf2 PPI	LANA DNA inh	Cardiac RTF inh
CCOc1ccc(CCNC(=O)C2CC(=O)N(C3CCCC3)C2)cc1OCC (configuration not stated)
  4	1	0	-3	2	0.4	-14	0	-7	-1.3	-6
CN1CCN(/C=N/c2sc3c(c2C#N)CCCCC3)CC1
  7	-4	27	-9	7	0.4	-16	-12	-4	2.1	6
Cc1ccnc(NC(=O)CCC(=O)N(CC(=O)NCc2ccccc2)Cc2ccco2)c1
  51	4	-4	-5	-2	0.0	-12	-8	4	1.2	9
COCc1ccc(CN2CCc3c([nH]c4ccccc34)C2CC(C)C)o1 (configuration not stated)
  27	-4	2	nt	2	1.2	-12	-5	4	0.2	-10
O=C(CCCn1c(=O)c2cccn2c2cccnc21)NCCc1ccc(Cl)cc1
  37	-6	-3	-23	0	nt	-7	-1	0	1.5	-7
COc1ccc(-n2nnnc2SCC(=O)c2cccc(OC)c2)cc1
  -4	-4	-2	-4	2	0.5	-7	-4	-7	-1.0	-8
O=C(COc1cccc2ccccc12)NNC(=O)[C@@H]1CCCC[C@@H]1C(=O)O
  350	-3	0	-5	-5	-0.5	3	2	1	1.0	0
N#C/C(=C\c1ccco1)C(=O)Nn1cnnc1
  -9	-9	0	-10	1	0.1	20	6	6	-0.3	-1
Cc1nc(C)c(C(=O)OCC(=O)Nc2ccccc2)s1
  7	1	-4	18	-4	1.0	4	12	1	3.9	-11
